Assay outcomes (PubChem BioAssay)
Pol beta inh – blocks human DNA polymerase beta activity; P06746; Pol beta primer extension/strand displacement, fluorescence kinetic; Potency, µM (series often up to 114 µM), for the others: top-dose activity change, negative = inhibition, hits mostly inhibitors; 340,000 compounds, 1.3% hits; AID 485314; further: potency means the concentration at half of the fitted maximal effect; on the % scale 0 is the no-effect control and ±100 the full control effect
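Human Pol beta at 10 nM; strand-displacement substrate 50 nM final. Compound exposure 15 min at room temperature before start, reaction 10 min at room temperature.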
Pol eta inh – DNA polymerase eta (human) inhibition; recombinant Pol eta, fluorescent DNA replication assay; AID 588591; Potency, µM (titrated, usually from 114 µM), for the others: at the top dose activity change, negative = inhibition, actives largely listed as inhibitors; Q9Y253; 390,000 compounds, 1.2% hits; further: potency means the concentration at half of the fitted maximal effect; on the % scale 0 is the no-effect control and ±100 the full control effect
Target sequence (Q9Y253 whole entry, looked up): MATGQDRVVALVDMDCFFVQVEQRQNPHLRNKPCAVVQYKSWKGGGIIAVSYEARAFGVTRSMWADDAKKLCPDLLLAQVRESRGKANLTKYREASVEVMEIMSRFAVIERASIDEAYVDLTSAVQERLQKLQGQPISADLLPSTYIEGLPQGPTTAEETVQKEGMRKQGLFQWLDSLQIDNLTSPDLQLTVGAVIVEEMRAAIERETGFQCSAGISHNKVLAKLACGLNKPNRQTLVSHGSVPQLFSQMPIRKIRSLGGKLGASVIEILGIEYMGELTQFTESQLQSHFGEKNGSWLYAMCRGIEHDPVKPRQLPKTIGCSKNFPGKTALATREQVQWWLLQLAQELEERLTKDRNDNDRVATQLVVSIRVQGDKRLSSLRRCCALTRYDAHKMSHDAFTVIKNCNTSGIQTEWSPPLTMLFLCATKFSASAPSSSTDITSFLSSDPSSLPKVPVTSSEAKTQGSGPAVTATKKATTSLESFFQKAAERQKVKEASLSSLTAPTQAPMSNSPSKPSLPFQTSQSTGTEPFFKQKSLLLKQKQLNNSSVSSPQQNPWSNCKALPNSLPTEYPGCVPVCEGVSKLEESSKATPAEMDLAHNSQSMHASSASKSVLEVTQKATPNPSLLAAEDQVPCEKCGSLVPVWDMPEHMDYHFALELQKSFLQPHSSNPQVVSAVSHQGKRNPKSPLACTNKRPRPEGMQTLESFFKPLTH
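Pol eta (10 nM) was preincubated with compounds for 15 min at room temperature, after which fluorescent replication substrate (50 nM final) was added to start the reaction. Fluorescence was read kinetically at 0 and 10 min.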
POLI inh – DNA polymerase iota (human) inhibition. Pol iota fluorescent replication assay, 10 min. Potency, µM (doses to about 115 µM), inactives show at the highest dose activity, negative = inhibition, most hits filed as inhibitors. 390,000 compounds, 1% hits; further: potency means the concentration at half of the fitted maximal effect
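Pol iota at 10 nM preincubated 15 min with compounds at room temperature; reaction started with fluorescent substrate, 50 nM final. Fluorescence read kinetically at 0 and 10 min; buffer-only wells as negative control.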
Anesthetic bind – binds horse apoferritin like a general anesthetic | P02791 | apoferritin/1-aminoanthracene competitive binding, fluorescence | Potency, µM (highest dose often 77.5 µM), for inactives: at the top dose activity change, negative = displacement, actives largely listed as inhibitors | 350,000 compounds, 0.074% hits; further: potency means the concentration at half of the fitted maximal effect; on the % scale 0 is the no-effect control and ±100 the full control effect; nearly all actives have a fitted effect of over 20% in size
Target sequence (P02791 2-175 limits assumed): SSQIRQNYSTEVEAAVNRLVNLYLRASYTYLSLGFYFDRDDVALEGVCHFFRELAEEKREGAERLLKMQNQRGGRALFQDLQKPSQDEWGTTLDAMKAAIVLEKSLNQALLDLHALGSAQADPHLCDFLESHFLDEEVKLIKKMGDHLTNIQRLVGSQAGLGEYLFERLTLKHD
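Read-out: endpoint 1-AMA fluorescence, excitation 380 nm and emission 535 nm, after compounds sit 10 min at room temperature with 10 uM horse-spleen apoferritin in 50% saturated 1-AMA/PBS. Values come from four-parameter Hill fits.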
BLM helicase inh – Bloom syndrome helicase (human) inhibition; recombinant BLM DNA unwinding, fluorescence dequenching; Potency, µM (doses to about 56.1 µM), without a hit: at the top dose activity change, negative = inhibition, usual class: inhibitors; 350,000 compounds, 0.2% hits; AID 2528;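 further: potency means the concentration at half of the fitted maximal effect; plate controls were vehicle for no effect and no enzyme for full effect; nearly all actives have a fitted effect of over 35% in size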
APE1 inh – blocks human APE1 abasic DNA cleavage; P27695; recombinant APE1, TAMRA/BHQ-2 abasic DNA cleavage fluorescence; Potency, µM (top dose mostly 65.8 µM), inactives show at the top dose activity change, negative = inhibition, actives largely listed as inhibitors; 350,000 compounds, 0.35% hits;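 further: potency means the concentration at half of the fitted maximal effect; plate controls were vehicle for no effect and reference inhibitor for full effect; nearly all actives have a fitted effect of over 55% in size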
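Enzyme (0.75 nM final) and test compound are incubated 15 min at room temperature before adding 50 nM quenched THF abasic-site duplex. Cleavage dequenches TAMRA, followed at 525/598 nm over three reads one minute apart.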
Pol kappa inh – inhibitors of human DNA polymerase kappa | AID 588579 | purified Pol kappa, fluorescent DNA synthesis assay, 10 min | Potency, µM (doses to about 107 µM), for inactives: top-dose activity, negative = inhibition, hits mostly inhibitors | 400,000 compounds, 0.53% hits | Q9UBT6; further: potency means the concentration at half of the fitted maximal effect; on the % scale 0 is the no-effect control and ±100 the full control effect
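First, compounds were pin-transferred onto 10 nM Pol kappa. After 15 min at room temperature, substrate was added to 50 nM final. Fluorescence was then measured kinetically at 0 and 10 min.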
Glioma ERSR ind – inducers of ER stress response in human glioma cells; U87-MG GRP78 promoter luciferase reporter, 16 h; Potency, µM, for inactives: at the highest dose activation, hits mostly activators; 420,000 compounds, 0.02% hits; AID 602332; further: potency means the concentration at half of the fitted maximal effect; series mostly up to about 76 µM; % of control where 0% means no effect; nearly all actives have a fitted effect of over 35% in size
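Stably transfected U87-MG human glioma cells carrying a GRP78-based luminescent sensor were seeded at 1000 cells/well, pin-dosed with compounds and incubated 16 h. Luciferase reagent was then added, and end-point luminescence was read after 10 min at room temperature.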
LDHA block – blocks human lactate dehydrogenase A. P00338. purified LDHA, NADH/diaphorase-resazurin fluorescence; stronger effect = lower value. activity change, % (values are at about 110 or 230 µM). 480,000 compounds, 0.15% hits; in the data active means activity change below about -30%; inconclusive means mostly about -25% to -30%;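 further: plate controls were DMSO wells for no effect and wells without enzyme for full effect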
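LDH5 2 nM; NADH 0.06 mM, pyruvate 0.2 mM; 200 mM Tris pH 7.4, EDTA, Tween-20; 5 min RT. Detection: diaphorase 0.133 mg/mL + resazurin 37 µM, fluorescence ex540/em590 at 0 and 20 min; normalized to enzyme-free and DMSO wells.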
Numbers without * were called inactive; & = joins results of further samples; [ ] = another dose, or the depositor's remark. Unless noted, the call rests on the fitted dose curve; in most records, active means well fitted curve in the direction sought with a large enough effect; inconclusive means small, poorly fitted or top-dose-only effect, or another doubt; inactive means no such curve, though single readings can be large; an effect the other way counts as inactive or inconclusive. These rows are one share of the data; the hit share may differ from the screen's.

A first look (four entries):
For CC[C@H](C)[C@H](NC(=O)[C@@H](N)Cc1ccc(O)cc1)C(=O)NCC(=O)N[C@@H](CO)C(=O)N[C@@H](CCCN=C(N)N)C(N)=O the results were Anesthetic bind 8%, BLM helicase inh 2%, APE1 inh -4%, Pol kappa inh 19%[60.1 µM] and Glioma ERSR ind -3%.
CCCCCCn1c(=O)c(C(=O)Nc2nnc(C)s2)c(O)c2ccccc21 was read as Pol beta inh 1%, Anesthetic bind -8%, BLM helicase inh -1% and APE1 inh -2%.
CCOC(=O)C1CCN(Cc2ccc(Cl)nc2)CC1 was read as Pol beta inh 7%, Pol eta inh -1%, POLI inh -1%, Anesthetic bind 4%, BLM helicase inh -1%, APE1 inh -8%, Pol kappa inh -1%, Glioma ERSR ind -3% and LDHA block -8.
`c1nc[n]([Sn]([CH]2CCCCC2)([CH]2CCCCC2)[CH]2CCCCC2)n1` gave Anesthetic bind 5%, BLM helicase inh 0%, APE1 inh -3%, Pol kappa inh 13%[60.1 µM] and Glioma ERSR ind inconclusive.

The whole of this part, from the start:
For CC[C@H](C)[C@H](NC(=O)[C@@H](N)Cc1ccc(O)cc1)C(=O)NCC(=O)N[C@@H](CO)C(=O)N[C@@H](CCCN=C(N)N)C(N)=O the results were Anesthetic bind 8%, BLM helicase inh 2%, APE1 inh -4%, Pol kappa inh 19%[60.1 µM] and Glioma ERSR ind -3%.
CCCCCCn1c(=O)c(C(=O)Nc2nnc(C)s2)c(O)c2ccccc21 was read as Pol beta inh 1%, Anesthetic bind -8%, BLM helicase inh -1% and APE1 inh -2%.
CCOC(=O)C1CCN(Cc2ccc(Cl)nc2)CC1 was read as Pol beta inh 7%, Pol eta inh -1%, POLI inh -1%, Anesthetic bind 4%, BLM helicase inh -1%, APE1 inh -8%, Pol kappa inh -1%, Glioma ERSR ind -3% and LDHA block -8.
`c1nc[n]([Sn]([CH]2CCCCC2)([CH]2CCCCC2)[CH]2CCCCC2)n1` gave Anesthetic bind 5%, BLM helicase inh 0%, APE1 inh -3%, Pol kappa inh 13%[60.1 µM] and Glioma ERSR ind inconclusive.
For C[C@H]1CCC/C=C/C2C[C@H](O)CC2[C@H](O)/C=C/C(=O)O1 (stereo partly drawn) the results were Pol beta inh -13%, Pol eta inh -6%, POLI inh -9%, Anesthetic bind -3%, BLM helicase inh -8%, APE1 inh 3%, Pol kappa inh -23%, Glioma ERSR ind 8% and LDHA block -8.
c1ccc(C[C@@H](c2ccccc2)N2CCCCC2)cc1 was read as BLM helicase inh 3%, APE1 inh -3%, Pol kappa inh -9%[19.4 µM] and Glioma ERSR ind -4%.
Screening O=S(=O)(NC1CCCC1)OCC(Cl)(Cl)Cl returned Pol beta inh 8%, Pol eta inh 1%, POLI inh -26%, Anesthetic bind inconclusive, BLM helicase inh -5%, APE1 inh 11%, Pol kappa inh 3%, Glioma ERSR ind -3% and LDHA block 0.
For COc1ccc2c(C)c(CCC(=O)N3C[C@H]4C[C@@H](C3)c3cccc(=O)n3C4)c(=O)oc2c1 the results were Pol beta inh 19%, Pol eta inh -17%, POLI inh 1%, Anesthetic bind -9%, BLM helicase inh -7%, APE1 inh 18%, Pol kappa inh 11%, Glioma ERSR ind -4% and LDHA block 3.
For Cc1ccc(N=Cc2c(O)n(C)c(=O)n(C)c2=O)cc1 the results were Pol beta inh 14%, Pol eta inh -18%, POLI inh 9%, Anesthetic bind -1%, BLM helicase inh -1%, APE1 inh 28%, Pol kappa inh -2%, Glioma ERSR ind 0% and LDHA block -4.
For Nc1nnc(P(c2ccccc2)c2ccccc2)s1 the results were Pol beta inh -2%, Pol eta inh -5%, POLI inh 6%, Anesthetic bind 0%, BLM helicase inh -5%, APE1 inh 7%, Pol kappa inh -19%, Glioma ERSR ind -4% and LDHA block -7.
Screening CN(C)C(=O)O/N=C(\N)COc1ccc(C(C)(C)C)cc1 returned Pol beta inh 4%, Pol eta inh -7%, POLI inh -27%, Anesthetic bind -14%, BLM helicase inh -1%, APE1 inh 2%, Pol kappa inh -1%, Glioma ERSR ind -3% and LDHA block 1.
For CN1C2c3ccccc3C3C4c5ccccc5C(C31)C(C2[N+](=O)[O-])N4C (stereo not drawn) the results were Pol beta inh 20%, Pol eta inh -16%, POLI inh 22%, Anesthetic bind -13%, BLM helicase inh -4%, APE1 inh -2%, Pol kappa inh 1%, Glioma ERSR ind 0% and LDHA block -2.
Screening COc1ccc(-c2nc(NC(=O)Cn3c(=O)oc4ccccc43)sc2C)cc1 returned Pol beta inh -3%, Pol eta inh 1%, POLI inh inconclusive, Anesthetic bind -10%, BLM helicase inh 1%, APE1 inh 5%, Pol kappa inh -13%[60.1 µM], Glioma ERSR ind -1% and LDHA block -12.
Screening COc1ccc(NC(=O)CN(C)S(=O)(=O)c2ccc3[nH]c(=O)oc3c2)cc1 returned Pol beta inh 0%, Pol eta inh -8%, POLI inh -39%, Anesthetic bind -12%, BLM helicase inh -2%, APE1 inh 67%[activator], Pol kappa inh -4%, Glioma ERSR ind 0% and LDHA block -10.
Screening COC(=O)C1=C(c2ccc(F)cc2OCc2ccccc2)C[C@@H]2CC[C@H]1N2C(=O)NCc1ccc(N(C)C)cc1 returned Pol eta inh -17%, POLI inh -2%, APE1 inh -15%, Pol kappa inh -18%, Glioma ERSR ind -1% and LDHA block -2.
NS(=O)(=O)c1ccc(Cl)c(S(N)(=O)=O)c1 was read as Pol eta inh -8%, POLI inh 56%[activator], BLM helicase inh 9%, Pol kappa inh -1%, Glioma ERSR ind -5%&-3% and LDHA block -7.
`O=C(Nc1ccccc1)C1CC(=O)N(C2CCCCC2)C1` (stereo not drawn) gave Pol beta inh 7%, Pol eta inh -2%, POLI inh 16%, Anesthetic bind -11%, BLM helicase inh 0%, APE1 inh 16%, Pol kappa inh -3%, Glioma ERSR ind -1% and LDHA block -11.
`CN(C)CC1CCCCC1OC(=O)Cc1ccc(Cl)c([N+](=O)[O-])c1` (stereo not drawn) gave Pol beta inh 20%, Pol eta inh -12%, POLI inh 35%[activator], Anesthetic bind -1%, BLM helicase inh 0%, APE1 inh 32%[12.4 µM], Pol kappa inh -9%, Glioma ERSR ind -2% and LDHA block -11.
`CC[C@]1(O)CC(O[C@@H]2CC(N(C)C)C(O)C(C)O2)c2c(cc3c(c2O)C(=O)c2c(O)ccc(O)c2C3=O)C1C(=O)OC` (stereo partly drawn) gave Anesthetic bind -12%, BLM helicase inh inconclusive, APE1 inh -11%, Pol kappa inh inconclusive and Glioma ERSR ind -4%.
C/C=C(\C)C(=O)OC1C(C)=C2C(C1OC(=O)CCCCC)C(C)(OC(C)=O)CC(OC(=O)CCC)C1(O)C2OC(=O)C1(C)O (stereo not drawn) was read as Pol beta inh 25µM*, Anesthetic bind inconclusive, BLM helicase inh -27% and APE1 inh inconclusive.
Screening CC(=O)OC1CCC2(C)C(CC(=O)C3C2CCC2(C)C(OC(C)=O)CCC32)C1 (stereo not drawn) returned Pol eta inh -10%, POLI inh 7%, Pol kappa inh -6%, Glioma ERSR ind 0% and LDHA block -1.
For Cc1ccc(C(=O)COC(=O)c2cccc(NC(=O)c3ccc(Br)cc3)c2)cc1 the results were Pol beta inh -14%, Pol eta inh inconclusive, POLI inh 29%, Anesthetic bind inconclusive, BLM helicase inh -11%, Pol kappa inh 1%, Glioma ERSR ind -3% and LDHA block -5.
O=c1nc(/C=C/c2ccc(Cl)cc2Cl)cc(C(F)(F)F)[nH]1 was read as Pol beta inh -8%, Pol eta inh 32µM*, POLI inh inconclusive, Anesthetic bind -12%, BLM helicase inh -14%, APE1 inh 14%, Pol kappa inh -5%, Glioma ERSR ind inconclusive and LDHA block 1.
O=Cc1c(C(=O)O)n(Cc2ccccc2F)c2ccccc12 was read as Pol beta inh 1%, Pol eta inh -8%, POLI inh -9%, Anesthetic bind 9%, BLM helicase inh -4%, APE1 inh 3%, Pol kappa inh 3%, Glioma ERSR ind 0% and LDHA block 0.
For O=C(Cn1cnc2ccccc2c1=O)NCc1cccs1 the results were Pol beta inh 0%, Pol eta inh -13%, POLI inh 79%[activator], Anesthetic bind -1%, BLM helicase inh 0%, APE1 inh 0%, Pol kappa inh -14%, Glioma ERSR ind -2% and LDHA block 0.
For CNC(=S)N1CC2CC(C1)c1cccc(=O)n1C2 (stereo not drawn) the results were Pol beta inh -14%, Pol eta inh 3%, POLI inh -8%, Anesthetic bind 0%, BLM helicase inh 0%, APE1 inh 4%, Pol kappa inh -8%, Glioma ERSR ind -3% and LDHA block 3.
For C=CCN1CCC2(C)c3cc(O)ccc3CC1C2C (stereo not drawn) the results were Pol beta inh 17%[57.1 µM], Pol eta inh -1%[57.1 µM], POLI inh 7%[58.9 µM], APE1 inh 0%&4%, Pol kappa inh -1%, Glioma ERSR ind 2%&-4% and LDHA block -8.
`COC(=O)C(O)(c1ccc(NC(=O)c2cccs2)cc1)C(F)(F)F` (stereo not drawn) gave Pol beta inh 1%, Pol eta inh -15%, POLI inh 0%, Anesthetic bind -10%, BLM helicase inh -2%, APE1 inh -7%, Pol kappa inh 12%, Glioma ERSR ind 5% and LDHA block -1.
Screening CC(=O)N1N=C2C3CCN(CC3)C2C1c1ccc(Br)cc1 (stereo not drawn) returned Pol beta inh 1%, Pol eta inh -1%, POLI inh 31%[activator], Anesthetic bind 3%, BLM helicase inh -1%, APE1 inh 1%, Pol kappa inh 9%, Glioma ERSR ind -3% and LDHA block -1.
COP(=O)(OC)C(O)C(Cl)(Cl)Cl (stereo not drawn) was read as Pol beta inh 6%, Anesthetic bind 7%, BLM helicase inh -3%&-13%, APE1 inh 4%, Pol kappa inh -3%[60.1 µM] and Glioma ERSR ind -3%.
